Source: PubChem BioAssay (several laboratories)
WT yeast gro inh: growth inhibition of WT yeast, mitochondrial fusion screen; inhibition, % at 10 µM; 2.1% of 190,000 active; mitochondrial fusion phenotypic screen, WT strain; in the data active means inhibition above about 58%; tested in S. cerevisiae
XIAP antagonists: XIAP antagonists, biochemical, IAP family, fluorescence polarization (AID 1018); 0.007% of 200,000 active; one-dose displacement, % at 20 µM; IC50 in µM for titrated hits; XIAP BIR domain, fluorescence polarization peptide displacement; higher % means a stronger effect; in the data active means displacement above about 50%; further: a part of the inactive calls stands beside numbers as strong as those of hits
LYP phosphatase: inhibitors of LYP phosphatase, biochemical, fluorescence intensity, uHTS (AID 1779); inhibition, % at 11.5 µM, or IC50 in µM where a hit was titrated; 0.054% of 290,000 active; recombinant LYP phosphatase, fluorescence intensity; higher % means a stronger effect;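 further: plate controls were vehicle with enzyme for no effect and no enzyme for full effect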
P. falciparum M1AAP: malaria alanyl aminopeptidase activity blockers – biochemical, fluorogenic H-Leu-NHMec substrate, 1536-well (AID 1445). recombinant M1AAP, H-Leu-NHMec fluorogenic kinetic assay; higher % means a stronger effect. one-dose inhibition, % at 30 µM; IC50 in µM for titrated hits. 0.42% of 220,000 active;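 active means primary inhibition above the hit cutoff, then over 50% inhibition at one or more dose response concentrations, cut at about 23% in these data, passing the limit was not always enough; inconclusive means conflicting primary data, or primary hits not chosen for dose response; inactive means low primary inhibition, or under 50% at every dose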;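 further: plate controls were DMSO full reaction for no effect and no enzyme background for full effect; strong numbers were not always called active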
TNAP activation fold: stimulation of alkaline phosphatase TNAP activity – biochemical, luminescent, no phosphate acceptor, uHTS, primary screen (AID 1001) | one-dose activation fold at 20 µM; EC50 in µM for titrated hits | 0.03% of 200,000 active | purified TNAP, luminescent activation assay, no phosphate acceptor; higher activation fold means a stronger effect; in the data active means activation fold from about 3, or a potency from the dose series; inactive means the rest, 99 in 100 with activation fold below about 1.6; further: many of its hits are not listed in these tables
human PMI inhibitors: MPI inhibition at elevated mannose 6-phosphate – biochemical, fluorescence intensity, high mannose 6-phosphate, primary screen (AID 1220); recombinant PMI enzyme, coupled fluorescence intensity; higher % means a stronger effect; inhibition, % at 20 µM; hits with a dose series show IC50 in µM; 0.66% of 190,000 active
PMI inhibitors: MPI enzyme activity inhibition – biochemical, fluorescence intensity, coupled assay, primary screen (AID 1209); one-dose inhibition, % at 20 µM; IC50 in µM for titrated hits; purified PMI enzyme, coupled fluorescence intensity; higher % means a stronger effect; 0.42% of 190,000 active;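 further: plate controls were DMSO vehicle for no effect and wells lacking substrate for full effect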
Yfh1-off respiration: mitochondrial function rescue without frataxin homolog – Friedreich's ataxia, plus single-dose screen, dose response (AID 1465) | S. cerevisiae Yfh1-off respiration, WST-1 reduction, 72 h; higher fold induction means a stronger effect | 0.074% of 220,000 active | one-dose fold induction at 50 µM; EC50 in µM for titrated hits;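 active means fold induction of absorbance versus untreated yeast above a set limit, then at least 30% activation at any dose in follow-up; inconclusive means repeats straddling the limit, or above it without dose testing; inactive means fold induction below the set limit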;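 further: activators that raise dye reduction in frataxin-depleted yeast; strong numbers were not always called active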
P. falciparum M17LAP: P. falciparum M17LAP inhibitors, primary screen, biochemical, fluorogenic H-Leu-NHMec substrate, 1536-well (AID 1619); inhibition, % at 30 µM, or IC50 in µM where a hit was titrated; 0.38% of 220,000 active; recombinant M17LAP, H-Leu-NHMec fluorogenic kinetic assay; higher % means a stronger effect;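 active means compound inhibiting the enzyme by more than half at any dose during confirmatory dose-response retesting; inconclusive means strong single-dose inhibitors picked by rank but not retested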;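 further: plate controls were full reaction with DMSO carrier for no effect and no enzyme background for full effect; strong numbers were not always called active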
WT yeast gro inh mutant strain: recorded beside WT yeast gro inh, whose call it bears; inhibition, %; mitochondrial fusion phenotypic screen, mutant strain inhibition
Starred values were filed as active, the others as inactive; i = inactive; ? = inconclusive; / = not tested or not shown. Unless noted, no stated cut-off is given here; in the data, active means inhibition above about 50%; inactive means the rest.

SMILES	WT yeast gro inh	WT yeast gro inh mutant strain	XIAP antagonists	LYP phosphatase	P. falciparum M1AAP	TNAP activation fold	human PMI inhibitors	PMI inhibitors	Yfh1-off respiration	P. falciparum M17LAP
CCSc1nc(O)c(Cc2ccccc2)c(=O)[nH]1	/	/	0.3%	-8%	10%	1.1	5%	7%	i	2%
O=C(Nc1ccccc1-c1nc2ccccc2s1)c1ccco1	12	5	-2.0%	-3%	6%	1.1	10%	16%	i	12%
O=C(O)c1ccc(OCc2occc2C(=O)O)cc1	5	3	-1.8%	-2%	-1%	1.1	-4%	-3%	i	-1%
O=C1CCCC2=C1C(c1cccs1)n1nc(SCc3ccccc3F)nc1N2 (stereo not given)	-3	0	-4.0%	0%	4%	1	13%	12%	i	-15%
C=CCSc1nnc(C)c(/C=C/Nc2ccc(Cl)cc2)n1	24	33	-6.4%	-2%	1%	0.9	18%	-13%	i	-6%
[N-]=[N+]=CC(=O)c1ccnc(C(=O)C=[N+]=[N-])c1	-1	-12	-7.2%	-2%	7%	1	-30%	-11%	i	5%
CCOC(=O)c1cnc(SCC(=O)Nc2ccc(N3CCOCC3)cc2)nc1N	-10	-2	-5.6%	-6%	6%	1.1	-3%	8%	/	-4%
CC1Cc2ccccc2N1C(=O)c1cnsn1 (stereo not given)	16	0	-3.0%	-4%	1%	1.1	-1%	2%	i	12%
CCOC(=O)C1CCN(c2c(N3CCCC(C(=O)OCC)C3)c(=O)c2=O)CC1 (stereo not given)	-2	-10	-6.4%	-14%	6%	1	1%	2%	i	9%
Cc1ccc(OCC(=O)NNc2c3ccccc3nc3ccccc23)cc1	36	7	-7.6%	-7%	-2%	0.9	3%	9%	i	-52%
Cn1cc(Cl)c(-c2nc3ccccc3[nH]2)n1	/	/	-4.8%	-8%	7%	1.2	-5%	-2%	i	-5%
COC(=O)c1c(NC(=S)Nc2ccccc2Cl)sc(C)c1C	26	17	-2.5%	-8%	4%	1	5%	-6%	i	-3%
Clc1ccc(C2=Nn3c(nnc3-c3n[nH]c4c3CCC4)SC2)cc1	29	19	-2.3%	2%	1%	1.6	12%	10%	i	10%
COC(=O)c1c(NC(=O)COC(=O)[C@@H](NS(=O)(=O)c2ccc(C)cc2)C(C)C)sc2c1CCC2	33	7	-6.6%	9%	5%	1	5%	2%	i	5%
CCCCCCCCNC(CO)(CO)CO	/	/	/	-6%	5%	/	/	/	i	12%
COc1cc(/C=C/C(=O)OCC(=O)Nc2cc(C(F)(F)F)ccc2N2CCOCC2)ccc1O	-1	20	-2.8%	-4%	2%	1.2	5%	13%	i	13%
COc1ccc([N+](=O)[O-])cc1N(CC(=O)Nc1ccccc1C(=O)N1CCCC1)S(C)(=O)=O	8	12	-1.3%	-2%	2%	1.1	-6%	3%	i	3%
Cc1cc([N+](=O)[O-])nn1CCCC(=O)N1CCN(c2ccccc2)CC1	7	6	-6.9%	-2%	-2%	1.1	6%	-2%	i	-7%
CCCCSc1cc(=O)n(-c2ccccc2)nc1C(=O)OCC	-1	-31	-3.4%	-3%	-4%	0.9	-10%	-10%	i	1%
O=C(N/N=C/c1cccs1)c1cc(-c2cccc3ccccc23)n[nH]1	4	-16	-18%	2%	6%	1	7%	13%	i	6%
Cc1cc(C)cc(N(C(=O)CNS(=O)(=O)c2ccccc2)C(C(=O)NCc2ccccc2)c2ccc(C)o2)c1 (stereo not given)	17	11	-6.4%	-11%	3%	1.2	13%	19%	i	6%
CCC(C)NC(=O)C1CCN(C(=O)c2ccccc2)CC1 (stereo not given)	14	-2	-2.7%	-11%	0%	1.1	4%	8%	/	-2%
ClC(Br)=C(n1cnc2ccccc21)n1cnc2ccccc21	14	17	-4.8%	0%	3%	1.1	16%	21%	/	7%
Cc1cc(/C=N/n2c(COc3ccccc3C)nc3ccccc3c2=O)c(O)c([N+](=O)[O-])c1	27	14	-8.0%	6%	-2%	0.7	-2%	0%	i	-6%
CCCC(C(=O)NC(C)(C)C)N(CC1CCCO1)C(=O)c1snc(C(N)=O)c1N (stereo not given)	5	-6	-11%	-3%	10%	1	-1%	-5%	i	3%
O=C(Cc1ccc2c(c1)OCCO2)N1CCN(S(=O)(=O)c2cccc(Cl)c2Cl)CC1	0	-11	-2.6%	0%	12%	1.1	11%	13%	i	4%
Cc1ccc2oc(=O)c3cnn(CC(=O)N4CCCCCC4)c3c2c1	8	0	-3.6%	-4%	10%	1.2	-12%	-12%	i	10%
O=C(COC(=O)c1ccc(O)cc1O)NCCN1C(=O)CSC1=O	/	/	/	-5%	-1%	/	/	/	i	0%
C#CCOCCOCCOCCNc1nc(N2CCOCC2)nc(N2CCN(C(=O)[C@H](CCCCN)n3cc([C@@H](N)C(C)CC)nn3)CC2)n1 (stereo not given in full)	-10	-10	-3.1%	-12%	-1%	1.1	-26%	-28%	i	-2%
COc1cc(C2=NOC(C(=O)N3CCCCCC3)C2)cc(OC)c1OC (stereo not given)	10	5	-2.1%	5%	0%	1.1	-6%	-4%	i	-2%
CC(C)(C)C(=O)/C=C(N)/C=C/c1ccccc1	-5	3	-0.7%	-3%	8%	1	10%	2%	i	6%
Cc1ccc(Cl)cc1Nc1nc(-c2sc(NC(=O)c3ccccc3)nc2C)cs1	-8	21	3.2%	5%	17%	1	12%	25%	i	3%
CC1=C(C(=O)Nc2ccccc2)C(c2ccccn2)n2nc(CCCO)nc2N1 (stereo not given)	21	11	-5.2%	0%	/	1	-12%	4%	i	/
CC(C)(C)NC(=O)C(=O)NN=C1CCCCCCCCCCC1	-5	-9	-8.2%	-8%	-2%	0.9	-7%	-20%	i	3%
Cc1cc(NC(=O)c2sc(Nc3ccc(F)cc3)nc2N)no1	3	8	-3.3%	1%	5%	1.1	19%	10%	i	12%
COc1ccccc1Nc1nnc(SCC(=O)c2cc(C)n(CC3CCCO3)c2C)s1 (stereo not given)	-10	-13	-3.3%	-3%	10%	1	20%	10%	i	19%
CC(=O)N1CC[n+]2c(-c3ccc(Cl)cc3)csc21	30	23	-5.4%	-4%	-3%	1	-40%	9%	?	-3%
CC(=O)OC1CC(C)(C)N(OC(=O)c2ccccc2)C(C)(C)C1	5	0	-2.2%	-4%	3%	1.1	-2%	-1%	i	-3%
Cc1nc2ncnn2c(N2CCCC(C(=O)Nc3ccccc3Br)C2)c1C (stereo not given)	-7	-5	8.6%	-3%	1%	1.2	-10%	-7%	i	-2%
COCCNC(=O)c1cnn2c(C(F)F)cc(-c3ccccc3)nc12	-8	-14	2.2%	-1%	11%	1.1	12%	16%	i	-8%

Compound profiles, from the list above. Screens in order: WT yeast gro inh | WT yeast gro inh mutant strain | XIAP antagonists | LYP phosphatase | P. falciparum M1AAP | TNAP activation fold | human PMI inhibitors | PMI inhibitors | Yfh1-off respiration | P. falciparum M17LAP
Listed for O=C(COC(=O)c1ccc(O)cc1O)NCCN1C(=O)CSC1=O → / | / | / | -5% | -1% | / | / | / | i | 0%
Listed for O=C(O)c1ccc(OCc2occc2C(=O)O)cc1 → 5 | 3 | -1.8% | -2% | -1% | 1.1 | -4% | -3% | i | -1%
Listed for CCSc1nc(O)c(Cc2ccccc2)c(=O)[nH]1 → / | / | 0.3% | -8% | 10% | 1.1 | 5% | 7% | i | 2%
Listed for COc1cc(C2=NOC(C(=O)N3CCCCCC3)C2)cc(OC)c1OC (stereo not given) → 10 | 5 | -2.1% | 5% | 0% | 1.1 | -6% | -4% | i | -2%
Listed for COc1ccc([N+](=O)[O-])cc1N(CC(=O)Nc1ccccc1C(=O)N1CCCC1)S(C)(=O)=O → 8 | 12 | -1.3% | -2% | 2% | 1.1 | -6% | 3% | i | 3%

As a short view, part of the list above.
SMILES	WT yeast gro inh	WT yeast gro inh mutant strain	XIAP antagonists	LYP phosphatase	P. falciparum M1AAP	TNAP activation fold	human PMI inhibitors	PMI inhibitors	Yfh1-off respiration	P. falciparum M17LAP
Cc1nc2ncnn2c(N2CCCC(C(=O)Nc3ccccc3Br)C2)c1C (stereo not given)	-7	-5	8.6%	-3%	1%	1.2	-10%	-7%	i	-2%
COCCNC(=O)c1cnn2c(C(F)F)cc(-c3ccccc3)nc12	-8	-14	2.2%	-1%	11%	1.1	12%	16%	i	-8%

(continued)
SMILES	WT yeast gro inh	WT yeast gro inh mutant strain	XIAP antagonists	LYP phosphatase	P. falciparum M1AAP	TNAP activation fold	human PMI inhibitors	PMI inhibitors	Yfh1-off respiration	P. falciparum M17LAP
CC(C)(O)C(=O)NN(C(=O)c1ccccc1)c1ccc2ccccc2c1	-4	-21	-3.5%	-7%	-5%	1.1	-4%	-3%	i	-18%
C=CCN1CCN(C(c2ccccc2OC)c2nnnn2C(C)(C)C)CC1 (stereo not given)	-17	0	-3.4%	-5%	2%	1.1	/	/	i	9%
CCOc1ncccc1C(=O)Nc1ccc(Cl)c(S(=O)(=O)N2CCCC2)c1	0	6	-0.7%	-6%	-3%	1	14%	7%	i	-8%
COc1ccc(N2CCN(C(CNC(=O)C(C)(C)C)c3ccco3)CC2)cc1 (stereo not given)	6	11	-6.2%	-10%	-3%	1.1	8%	-5%	i	-3%
CCCCNC(=O)Nc1ccccc1C(=O)NCc1ccco1	-2	3	-1.7%	-5%	3%	1.1	11%	5%	i	9%
O=C1CC(C(=O)Nc2ccccc2C(=O)O)C(c2ccccc2)O1 (stereo not given)	-5	-35	-1.4%	-3%	5%	1.1	5%	11%	i	24%
Cc1ccc(C(=O)N/C(=C\c2ccco2)C(=O)N2CCSCC2)cc1C	-4	10	-10%	-1%	10%	1.1	2%	0%	i	8%
Cc1cc(SCC2=NNC(=O)C2)c(Cl)cc1Cl	/	/	/	-4%	-5%	/	/	/	i	4%
c1ccc(NC2=Nc3ccccc3CS2)cc1	1	8	-2.2%	-5%	6%	1.2	5%	0%	i	1%
O=C(Cc1ccccc1)Nc1cccc(NC(=O)c2cccs2)c1	-6	-6	14%	0%	11%	1.1	3%	8%	i	1%
Cc1cccc2c1N(C(=O)c1ccco1)C(C)(C)c1ssc(=S)c1-2	3	6	-2.3%	4%	-6%	0.8	6%	6%	i	-4%

3 structures already listed, sorted by count of non-hydrogen atoms, highest first.
SMILES	WT yeast gro inh	WT yeast gro inh mutant strain	XIAP antagonists	LYP phosphatase	P. falciparum M1AAP	TNAP activation fold	human PMI inhibitors	PMI inhibitors	Yfh1-off respiration	P. falciparum M17LAP
CCOc1ncccc1C(=O)Nc1ccc(Cl)c(S(=O)(=O)N2CCCC2)c1	0	6	-0.7%	-6%	-3%	1	14%	7%	i	-8%
COc1cc(C2=NOC(C(=O)N3CCCCCC3)C2)cc(OC)c1OC (stereo not given)	10	5	-2.1%	5%	0%	1.1	-6%	-4%	i	-2%
C=CCSc1nnc(C)c(/C=C/Nc2ccc(Cl)cc2)n1	24	33	-6.4%	-2%	1%	0.9	18%	-13%	i	-6%
